# MrgX1 ag = agonists of human MrgX1 receptor, primary screen, HEK293 cells, Fluo-4 calcium flux | Fluo-4 calcium fluorescence, agonist mode; active compounds read high | B-score at 10 µM | hit rate 0.44% among 310,000;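 active = calcium response B-score plate-corrected fluorescence ratio at least 3 library SD, with starting fluorescence B-score inside 5 SD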
# Target sequence (Q96LB2 whole entry, looked up): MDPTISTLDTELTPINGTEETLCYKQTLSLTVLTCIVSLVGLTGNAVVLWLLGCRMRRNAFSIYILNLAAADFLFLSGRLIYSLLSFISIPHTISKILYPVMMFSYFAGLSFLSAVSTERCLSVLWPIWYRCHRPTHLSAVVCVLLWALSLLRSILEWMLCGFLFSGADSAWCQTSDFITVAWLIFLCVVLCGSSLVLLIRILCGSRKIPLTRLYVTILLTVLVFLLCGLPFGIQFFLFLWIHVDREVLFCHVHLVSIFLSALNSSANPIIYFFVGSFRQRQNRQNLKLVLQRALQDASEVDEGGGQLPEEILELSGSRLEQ
#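 System – MrgX1-expressing HEK293 cells · Incubation – cells plated overnight, dye loaded 0.5 h 37 °C, 0.5 h room temperature · Technique – kinetic Fluo-4 NW fluorescence of intracellular calcium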
# HIF activator = HIF pathway transcriptional activators, primary screen, cell-based, U2OS HRE-luciferase, luminescence. activation, % at 7.5 µM (by protocol). U2OS HRE-luciferase reporter; normalized: DMSO 0%, desferrioxamine 100%. hit rate 0.32% among 300,000. AID 1910, 2009;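 active = mean activation of at least 10% of the iron chelator positive control signal, with at least half of replicates also reaching 10%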
# RGS4 inh = RGS4 inhibitors, primary screen, cell-based, HEK293 M3R inducible RGS4, calcium flux | Regulator of G-protein signaling 4 (Homo sapiens), P49798 | Fluo-4 calcium flux; active compounds read high; triggered by carbachol at its EC20 | B-score at 10 µM | hit rate 0.45% among 310,000 | AID 463165, 2010;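 active = B-score, a plate-corrected calcium signal, over three deviations above library mean, with baseline fluorescence within five deviations of library mean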;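 also: RGS4 expression induced by doxycycline in cells with stable M3 receptor; B-score is computed from the integrated fluorescence ratio over baseline after carbachol; higher B-score means a larger calcium signal and so more RGS4 inhibition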
# Target sequence (P49798 whole entry, looked up): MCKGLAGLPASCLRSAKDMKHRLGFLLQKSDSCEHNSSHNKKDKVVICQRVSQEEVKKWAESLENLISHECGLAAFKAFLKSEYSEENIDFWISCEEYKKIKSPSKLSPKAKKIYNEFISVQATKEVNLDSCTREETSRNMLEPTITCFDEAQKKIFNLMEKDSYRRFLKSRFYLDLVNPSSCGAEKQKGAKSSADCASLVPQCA
# Platelet DG rel = inhibitors of platelet dense granule secretion, primary screen, cell-based, MLPCN, human platelets; human platelet-rich plasma, SFLLRN dense granule ATP release, luminescence; inhibition, %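 (compounds screened at 7.5 µM in platelet-rich plasma)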; hit rate 0.22% among 300,000;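 active = mean replicate score, as percent of positive control, at or above 50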
# RGS4 pot = RGS4 potentiators or activators, primary screen, cell-based, HEK293 M3R inducible RGS4, calcium flux; carbachol calcium flux Fluo4; active compounds read low; B-score at 10 µM; hit rate 0.92% among 310,000; AID 463111, 2010;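 active = B-score of the integrated calcium signal more than 4 SD below the library mean, with starting fluorescence not abnormally high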;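 also: negative B-score means reduced calcium response which marks RGS4 activation or potentiation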
#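 Assay system: Inducible-RGS4 HEK293 cells carrying M3 receptor | Schedule: Compound preincubation 20 min at room temperature before agonist | Signal: Kinetic calcium fluorescence imaging with Fluo4-AM dye, 2 µM | Read-out basis: B score from integrated fluorescence ratio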
# TRPC4 block = inhibitors of mouse TRPC4 channel, primary screen, Fluo4 calcium, HEK293 TRPC4beta/mu-opioid cells. DAMGO-evoked Fluo4 calcium flux; active compounds read low. B-score at 10 µM. hit rate 0.39% among 300,000;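 active = B-score over 3 SD under the library average, no early fluorescence shift, positive overall ratio signal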
#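 Assay system: HEK293 cells with stable TRPC4beta plus mu-opioid receptor expression. Dosing: single dose. Measured by: Fluo4 Ca2+ flux fluorescence. Also added: DAMGO in two steps, submaximal then maximal. Read-out: B score from integrated Fluo4 fluorescence ratio.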
# TRPC6 activator = mouse TRPC6 channel activators, primary screen, cell-based, HEK293, membrane potential dye; HEK293-TRPC6 membrane potential dye fluorescence; active compounds read high; B-score at 10 µM; hit rate 0.13% among 310,000;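 active = B-score of the integrated fluorescence ratio above library mean plus 3 SD, and starting fluorescence ratio within library mean plus 5 SD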;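 also: higher score means more depolarization so channel activation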
# MrgX1 PAM = positive allosteric modulators of MrgX1, primary screen, HEK293 cells, Fluo-4 calcium flux; Mas-related G-protein coupled receptor member X1 (Homo sapiens), Q96LB2; FDSS; active compounds read high; B-score at 10 µM; hit rate 0.63% among 310,000;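 active = plate-corrected calcium response at least 3 library SD above typical, normal starting fluorescence, not activating the receptor alone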;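 also: compound read alongside a low EC10 to EC30 dose of BAM8-22 agonist; peak minus trough fluorescence over baseline measured at the second addition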
# TRPC6 inhibitor = mouse TRPC6 channel inhibitors, primary screen, cell-based, HEK293, membrane potential dye. Short transient receptor potential channel 6 (Mus musculus), Q61143. ACh-evoked depolarization; active compounds read low. B-score at 10 µM. hit rate 1.1% among 310,000. AID 2553, 2010;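 active = B-score under library mean minus 3 SD, initial fluorescence not abnormally high, positive integrated signal ratio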;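 also: B-score derived from integrated fluorescence ratio over the kinetic read; more negative B-score means stronger inhibition of depolarization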
# SKKanGAS inh = S. pyogenes SKKanGAS growth inhibitors in kanamycin, primary screen, streptokinase expression inhibitor project, SKKanGAS strain, BacTiter-Glo luminescence. 6 h. hit rate 1.3% among 300,000. inhibition, % at 7.5 µM;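 active = mean replicate score, as percent of positive control median, at least 50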;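 also: strain carries kanamycin resistance gene driven by streptokinase promoter and grows in 40 µg/ml kanamycin; loss of luminescence reflects streptokinase promoter inhibition or plain growth inhibition; 0% = median of DMSO wells and 100% = positive control at its reference dose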
# MrgX1 antagonist = antagonists of human MrgX1 receptor, primary screen, HEK293 cells, Fluo-4 calcium flux; BAM8-22 antagonism; active compounds read low; B-score at 10 µM; hit rate 1.3% among 310,000; AID 588676, 2011;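 active = calcium-response B-score plate-corrected more than 3 library SD below zero, starting fluorescence within 5 deviations, no agonist response on first addition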;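 also: peak minus trough fluorescence over baseline after final BAM8-22 challenge near maximal dose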
# An asterisk follows results filed as active; i = inactive; & = joins results of further samples.
# The line under a structure holds: MrgX1 ag	HIF activator	RGS4 inh	Platelet DG rel	RGS4 pot	TRPC4 block	TRPC6 activator	MrgX1 PAM	TRPC6 inhibitor	SKKanGAS inh	MrgX1 antagonist
Cc1ccc(SCC(=O)NC(=O)c2ccc(S(=O)(=O)N(C)C)cc2)cc1C
  i	-0.3	i	-3.5	i	i	i	i	i	1.8	i
O=C(CCc1nc(-c2ccccc2F)no1)NC1CCN(Cc2ccccc2)CC1
  i	0.7	i	8.9	i	i	i	i	i	-16.1	i
Cc1noc(/C=C/N(C)C)c1S(=O)(=O)N1CCN(c2ccccc2)CC1
  i	1.8	i	27.5	i	i	i	i	i	2.0	i
Cn1c(-c2cnn(-c3ccccc3)c2N)n[nH]c1=S
  i	0.3	i	61.0*	i	i	i	i	i	3.9	i
O=c1c2ccccc2nnn1CSc1nnc(-c2cccc(S(=O)(=O)N3CCCCC3)c2)o1
  i	-0.5	i	-11.0	-7.9*	i	i	i	i	-4.5	i
O=C(c1cccc(S(=O)(=O)Nc2ccccc2F)c1)N1CCN(c2ccccc2F)CC1
  i	-0.3	i	-10.7	i	i	i	i	-6.45*	-5.1	i
Cc1ccc(NC(=O)Nc2ccon2)cc1Cl
  i	2.2	i	4.5	i	i	i	i	i	-3.7	i
COc1ccc(N2CCN(C(=O)c3cc4c(s3)-c3ccccc3OC4)CC2)cc1
  i	-0.3	i	-0.6	i	i	i	i	i	-5.4	i
CCN1CCN(S(=O)(=O)c2ccc(S(=O)(=O)NC3CC3)cc2)CC1
  i	0.0	i	3.6	i	i	i	i	i	0.2	i
O=S(=O)(Nc1c(F)cccc1F)c1ccc(Cl)nc1
  i	0.3	i	-7.8	i	i	i	i	i	-12.0	i
CCc1c(C(=O)NNC(=S)NCCc2ccccc2)csc1C
  i	-0.2	i	4.3	i	i	i	i	i	11.0	i
CCOC(=O)c1c(C)[nH]c(C(=O)COC(=O)C2=NNC(=O)CC2)c1C
  i	-0.3	i	-6.1	i	i	i	i	i	-1.8	i
CCOC(=O)c1c[nH]c2c(C)ccc(Cl)c2c1=O
  i	-0.1	i	-0.6	i	i	i	i	-7.62*	7.7	i
CC1CCCN(c2ccc(C(=O)NCC3CCCO3)cn2)C1 (centres undefined)
  i	1.5	i	2.2	i	i	i	i	i	4.4	i
CCCCc1ccc(NC(=S)NN2CCOCC2)cc1
  i	-1.0	i	24.4	i	i	i	i	i	-4.5	i
Cc1c(C#N)c(N)nc2c3c(sc12)NC(=O)CC3c1ccccc1 (centres undefined)
  i	-0.6	i	24.2	i	i	i	i	i	-7.9	i
CCN1CCN(C(=O)Cn2nc(C)n3c(cc4c(OC)cccc43)c2=O)CC1
  i	-0.5	i	3.6	i	i	i	i	i	-1.5	i
O=C(NNC(=S)Nc1ccccc1)C1CCCCC1
  i	1.3	i	5.2	i	i	i	i	i	-2.8	i
CCOc1ccc(S(=O)(=O)NCc2ccccn2)cc1NC(=O)c1ccccc1
  i	0.9	i	1.1	i	i	i	i	i	-10.8	i
O=C(CSc1nnc(CNC(=O)c2c(F)cccc2Cl)o1)Nc1ccccc1
  i	-1.2	i	-6.4	i	i	i	i	i	-1.4	i
COC(=O)C(NC(C)=O)(Nc1sc2c(c1C(N)=O)CCCC2)C(F)(F)F (centres undefined)
  i	-0.2	i	3.1	i	i	i	i	i	-2.9	i
O=C(NCCS(=O)(=O)N1CCN(c2ccc(F)cc2)CC1)c1ccc2c(c1)OCO2
  i	0.0	i	-13.2	i	i	i	i	i	-0.1	i
Cc1nonc1NC(=O)CSc1nc2ccccc2[nH]1
  i	0.0	i	4.2	i	i	i	i	i	-15.4	i
CCCCn1c(N)c(N(CC(C)C)C(=O)c2ccc(S(=O)(=O)N3CCC(C)CC3)cc2)c(=O)[nH]c1=O
  i	0.0	i	16.8	i	i	i	i	i	0.9	i
CC(C)c1ccc(OCc2ccc(C(=O)N(C)C)o2)cc1
  i	4.4	i	-0.1	i	i	i	i	i	2.0	i
O=C(N/N=C/c1ccc(Br)cc1)c1ccccc1-n1cccc1
  i	2.9	i	-1.0	i	i	i	i	i	5.0	i
CCN(CC)C(=O)c1ccccc1NC(=O)c1ccccc1SC
  i	-0.4	i	0.0	i	i	i	i	i	-3.6	i
CN(C(=O)C1CCCO1)c1nnc(-c2cnccn2)s1 (centres undefined)
  i	4.7	i	1.6	i	i	i	i	i	0.8	i
COc1ccc(-c2nnn(CC(=O)c3c[nH]c4ccccc34)n2)cc1OC
  i	-0.1	i	-4.6	i	i	i	i	i	11.8	i
Cc1ccc(-n2c3c(cc(C(=O)NCC(=O)c4ccccc4)c2=O)C(=O)CCC3)cc1
  i	-0.2	i	17.8	i	i	i	i	i	-1.9	i
CN1CCN(C(=O)CCc2nc(-c3ccc(Cl)cc3)no2)CC1
  i	1.5	i	13.0	i	i	i	i	i	-5.8	i
CN1CCN(C(CNC(=O)C(=O)Nc2ccc3c(c2)OCCO3)c2ccc(F)cc2)CC1 (centres undefined)
  i	-0.2	i	5.7	i	i	i	i	i	-2.4	i
O=C(O)CCCCCNC(=O)Nc1ccc2c(c1)OCCO2
  i	0.7	i	-1.8	i	i	i	i	i	-1.0	i
COC(=O)c1c(NC(=O)c2ccccc2)sc(C(=O)c2ccccc2)c1C
  i	-0.7	i	-1.5	i	i	i	i	i	73.0*	i
COCCOc1nc2ccccc2nc1C
  i	-19.4	i	-6.1	i	i	i	i	i	1.6	i
O=C(CSc1nnc(Cc2ccccc2)o1)NCc1ccc2c(c1)OCO2
  i	-0.6	i	3.1	i	i	i	i	i	-5.3	i
Cc1c(Cl)cccc1NC(=O)Nc1cnccn1
  i	1.4	i	0.6	i	i	i	i	i	-3.4	i
CC1CN(C(=O)NCc2ccccc2)c2cc(Cl)ccc2O1 (centres undefined)
  i	2.8	i	4.5	i	i	i	i	i	3.8	i
NS(=O)(=O)c1ccc(NC(=O)C(=O)NCCC(=O)O)cc1
  i	-0.2	i	0.4	i	i	i	i	i	-2.6	i
CCOC(=O)n1c(=O)n(Cc2ccc(F)cc2)c2ccccc21
  i	-0.3	i	9.8	i	i	i	i	i	1.7	i
O=C(CSc1nnnn1-c1ccc(Cl)cc1)Nc1cccnc1Cl
  i	-1.1	i	4.1	i	i	i	i	i	-2.5	i
C=CCN(C(=O)CNC(=O)c1ccco1)C(C(=O)NC1CCCCC1)c1ccc(OC)cc1 (centres undefined)
  i	-1.8	i	4.4	i	i	i	i	i	-1.2	i
Cc1nnc(SCCN2CCOCC2)n1-c1cccc(Cl)c1
  i	-0.3	i	6.0	i	i	i	i	i	0.1	i
COc1ccccc1OCC(=O)N(Cc1nc(-c2ccccc2)no1)C(C)C
  i	-0.3	i	13.8	i	i	i	i	i	-2.9	i
COc1ccc(OC)c(N(CC(=O)NC2CCCCCC2)S(=O)(=O)c2ccc(C)cc2)c1
  i	-0.1	i	-4.1	i	i	i	i	i	2.8	i
N#Cc1c(N2C(=O)C3C4C=CC(C4)C3C2=O)sc2c1CCC2 (centres undefined)
  i	0.3	i	4.3	i	i	i	i	i	3.2	i
Cc1nc(SCC(=O)Nc2c(C)n(C)n(-c3ccccc3)c2=O)[nH]c(=O)c1C
  i	-0.4	i	-1.6	i	i	i	i	i	-5.9	i
O=C(O)c1ccc(-n2nc(C(F)(F)F)c3c2CCCC3)cc1
  i	0.3&-0.4	i	2.6&-1.5	i	i	i	i	i	2.9&-3.3	i
Cn1cc(C(=O)N/N=C/c2cc(Br)cs2)c2ccccc21
  i	3.3	i	0.5	i	i	i	i	i	14.0	i
O=C(OCc1nnc(-c2ccccc2)o1)C1CC(=O)N(Cc2ccco2)C1 (centres undefined)
  i	0.5	i	0.5	i	i	i	i	i	-0.7	-5.04*

# Further records:
# The line under a structure holds: MrgX1 ag	HIF activator	RGS4 inh	Platelet DG rel	RGS4 pot	TRPC4 block	TRPC6 activator	MrgX1 PAM	TRPC6 inhibitor	SKKanGAS inh	MrgX1 antagonist
O=C(Nc1ccc2[nH]ccc2c1)c1ccc(F)cc1
  i	0.2	i	28.4	i	i	i	i	i	7.0	i
C/[N+]([O-])=C\C1C(=O)CC(C)(C)CC1=O
  i	-0.2	i	0.0	i	i	i	i	i	-1.1	i
CC(C)(C)NC(=O)c1cnn(-c2ccccc2)c1NC(=O)c1ccccc1
  i	-0.5	i	0.0	i	i	i	i	i	-3.5	i
Cc1cccc(/C=C2\Sc3ccc(C(=O)N4CCCCC4)cc3N(C)C2=O)c1
  i	0.0	i	8.9	i	i	i	i	i	1.5	i
COc1cc(CN2CCNC(=O)C2CC(=O)N(Cc2nccn2C)C(C)C)cc(OC)c1 (centres undefined)
  i	-0.2	i	-2.2	i	i	i	i	i	-7.9	i
O=c1nc(NC2CCCC2)ccn1Cc1cccc(Br)c1
  i	0.1	i	9.7	i	i	i	i	i	2.2	i
CCN(CC)CCOC(=O)c1ccc(N/C=C(/C#N)c2nc(-c3cc4ccccc4oc3=O)cs2)cc1
  i	-1.7	i	0.3	i	i	i	i	i	9.2	i
COC(=O)CSc1nc(-c2ccccc2)c2c(c1C#N)CCCC2
  i	-0.7	i	-7.2	i	i	i	i	i	6.6	i
O=[N+]([O-])c1ccc(COc2cccnc2)cc1
  i	2.1	i	2.2	i	i	i	i	i	-2.7	i
CC1(C)CC(=O)C(C=NCC2CCNCC2)=C(O)C1
  i	-0.5	i	4.6	i	i	i	i	i	1.4	i
O=C(NCCO)C(O)C(O)C(=O)NCCO (centres undefined)
  i	-0.6	i	-5.2	i	i	i	i	i	3.1	i
COc1ccc(OC)c(NC=C2C(=O)OC3(CCCCC3)OC2=O)c1
  i	-0.5	i	3.1	i	i	i	i	i	2.7	i

# Source: PubChem (several laboratories)
